# HTT cytoprotect = cytoprotection in Huntington HTT-Q103 PC12 cell model; PC12 HTT-Q103 induced, cytoprotection, ATP luminescence, 40 h; Potency, µM (series often up to 56.4 µM), without a hit: cytoprotection (ATP increase), actives largely listed as activators; actives 0.14% (n = 230,000); AID 1471;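 also: potency is read from the fitted curve at half-maximal effect; % of control where 0% means no effect; nearly all actives have a fitted effect of over 45% in size; toxic huntingtin expression switched on by the ecdysone agonist tebufenozide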
#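 Stable PC12 Q103-GFP cells in serum-supplemented, phenol red-free DMEM; induction by tebufenozide at 100 nM final; compound dose series; cell viability quantified luminescently from ATP.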
# KinaseGlo FLuc = blocks Kinase-Glo luciferase, a counter-screen artifact | Q27757 | Kinase-Glo luciferase, ATP luminescence, 8 min | Potency, µM (highest dose often 38.3 µM), without a hit: at the highest dose activity change, negative = inhibition, most hits filed as inhibitors | actives 0.28% (n = 200,000) | AID 1379; also: potency is read from the fitted curve at half-maximal effect; % is scaled to controls: 0 for no effect and ±100 for the full control effect; nearly all actives have a fitted effect of over 60% in size
#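 Compounds were added to a substrate mix at pH 7.2 (50 mM imidazole, 10 uM ATP, within the enzyme's linear range), followed by Kinase-Glo detection reagent; luminescence was measured after 8 minutes at ambient temperature.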
# HttQ103 aggreg = reduces HttQ103-GFP aggregates in PC12 cells | PC12 HttQ103-GFP aggregates, Acumen cytometry, 40 h | Potency, µM (titrated, usually from 46.1 µM), without a hit: at the top dose activity change, negative = inhibition, usual class: inhibitors | actives 1.1% (n = 220,000) | AID 1688; also: potency is read from the fitted curve at half-maximal effect; % is scaled to controls: 0 for no effect and ±100 for the full control effect; nearly all actives have a fitted effect of over 60% in size
#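 Huntingtin Q103 exon 1–GFP aggregates in induced PC12 cells (100 nM tebufenozide) were quantified by cytometry from lysates, with compounds dosed in titration.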
# CBFb RUNX1 block = inhibitors of human CBF-beta and RUNX1 interaction; AlphaScreen CBFb-His/RUNX1-biotin binding, biochemical; Q01196+Q13951; 230,000 tested, under 10 active; Potency, µM (titrated, usually from 59.8 µM), without a hit: top-dose activity, negative = inhibition, most hits filed as inhibitors; also: % of control where 0% means no effect
# Target sequence (Q01196 whole entry, looked up): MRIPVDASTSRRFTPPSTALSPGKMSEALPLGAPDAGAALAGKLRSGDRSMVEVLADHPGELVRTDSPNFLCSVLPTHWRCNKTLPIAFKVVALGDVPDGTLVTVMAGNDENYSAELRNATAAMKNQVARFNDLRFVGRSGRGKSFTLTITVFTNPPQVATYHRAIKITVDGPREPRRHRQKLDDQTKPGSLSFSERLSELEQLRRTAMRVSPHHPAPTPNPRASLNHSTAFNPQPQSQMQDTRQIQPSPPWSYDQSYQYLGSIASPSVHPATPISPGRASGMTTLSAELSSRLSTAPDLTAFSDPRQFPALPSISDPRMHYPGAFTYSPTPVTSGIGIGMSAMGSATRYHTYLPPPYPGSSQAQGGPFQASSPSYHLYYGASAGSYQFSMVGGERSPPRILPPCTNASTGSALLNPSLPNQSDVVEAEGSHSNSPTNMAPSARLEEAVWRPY
# Target sequence (Q13951 whole entry, looked up): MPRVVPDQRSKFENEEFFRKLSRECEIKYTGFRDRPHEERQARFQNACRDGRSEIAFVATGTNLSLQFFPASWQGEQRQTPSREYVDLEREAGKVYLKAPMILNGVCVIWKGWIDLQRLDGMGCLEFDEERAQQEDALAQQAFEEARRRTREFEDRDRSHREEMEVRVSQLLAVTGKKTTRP
#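 AlphaScreen proximity signal reports loss of binding between His-tagged CBF-beta and biotin-labelled RUNX1, each at 30 nM. Proteins are pre-associated for 20 minutes, compounds added for 15 minutes, then beads for 90 minutes, all at ambient temperature.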
# LMNA splice mod = changes lamin A minigene splicing in HeLa cells; HeLa LMNA splicing GFP/RFP minigene ratio, 48 h; Potency, µM (highest dose often 46.1 µM), inactives show at the top dose ratio change, negative = inhibition, usual class: inhibitors; actives 0.01% (n = 200,000); active = well fitted inhibition curve with a large enough effect in the signal ratio, with a control signal flat, not every such curve was filed as active; inconclusive = small, poorly fitted or top-dose-only effect, or effect the other way, or a change in a side signal; the % refers to the signal ratio; also: potency is read from the fitted curve at half-maximal effect; % is scaled to controls: 0 for no effect and ±100 for the full control effect
#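 S3 HeLa stable clones carrying a lamin A-EGFP splicing minigene plus DsRed2 were seeded at 600 cells/well in Opti-MEM with 2% FBS, pin-dosed and incubated 48 h at 37°C. Acumen cytometry (488 nm) gave the GFP/RFP total-intensity ratio.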
# IMPase Li cell = cell-permeable IMPase inhibitors with lithium potentiation | Potency, µM (series often up to 59.4 µM), without a hit: at the highest dose activity, negative = IMPase inhibition, most hits filed as inhibitors | CHO-M1 cells, IP1 TR-FRET (IP-One), carbachol + lithium | actives 0.35% (n = 210,000);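 also: IP1 builds up when IMPase is blocked and the TR-FRET signal falls; potency is read from the fitted curve at half-maximal effect; plate controls were basal vehicle for no effect and high inhibitor control for full effect; nearly all actives have a fitted effect of over 50% in size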
#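 CHO cells stably expressing M1 receptor (2000/well, cultured 16–30 h) treated 30 min at 37C with compound plus low lithium. Cytosolic IP1 by TR-FRET (665/620 ratio and 620 channel) after 10 min lysis; AC50 by Hill fit.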
# SMN2 splice up = increases expression of the SMN2 splice variant; HEK293 SMN2-luciferase splicing reporter, luminescence, 30-36 h; Potency, µM (doses to about 46.1 µM), without a hit: at the top dose activity change, positive = activation, most hits filed as activators; actives 2.8% (n = 210,000); also: potency is read from the fitted curve at half-maximal effect; % of control where 0% means no effect; nearly all actives have a fitted effect of over 55% in size
#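 HEK293 cells carry an SMN2 minigene-luciferase reporter in which exon 7 inclusion puts luciferase in frame. Cells were seeded at 2000 cells/well, attached for 10-12 hours, then exposed to compounds for 30-36 hours at 37C before ONE-Glo luminescence.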
# An asterisk follows results filed as active; ? = inconclusive; nt = not tested or not shown; [ ] = remark or other dose. Unless noted, calls follow the shape of the dose curve; as a rule, active = well fitted curve in the direction sought with a large enough effect; inconclusive = small, poorly fitted or top-dose-only effect, or another doubt; inactive = no such curve, though single readings can be large; an effect the other way counts as inactive or inconclusive. No enrichment for hits, and some 4% of all compounds hit somewhere here.
SMILES,HTT cytoprotect,KinaseGlo FLuc,HttQ103 aggreg,CBFb RUNX1 block,LMNA splice mod,IMPase Li cell,SMN2 splice up
COC(=O)c1onc(C(=O)c2ccccc2)c1C(=O)OC,-1%,-4%,-7%,3%,7%,19%[38.3 µM],22%
C/C(CC(=O)Nc1ccc(Cl)cc1)=N\NC(=O)C(=O)N1CCCCC1,14%[10 µM],1%,14%[9.22 µM],4%,6%[46 µM],-3%,nt
COC(=O)C1CCN(Cc2ccc(C)cc2)CC1,9%,0%,4%,-1%,3%,18%[38.3 µM],7%
COc1ccc(-n2c(COc3ccc4ccccc4c3)nnc2SCC(=O)NCc2ccco2)cc1,-29%,0%,-23%,-26%,-5%,24%[38.3 µM],0%
O=C(CSc1ncn[nH]1)Nc1cccc(S(=O)(=O)N2CCCCCC2)c1,-8%[10 µM],0%,2%,5%,?,-1%,-20%
CCOCCCNC(=O)CN1CCN(c2ccc(F)cc2)CC1,-20%,14%,-19%,6%,-4%,-13%[38.3 µM],-1%
O=C(c1cccc(F)c1)N1CCC2(CC1)CN(c1ccccc1)C2,-104%[inhibitor],-5%,nt,nt,nt,-1%,-26%
COc1ccc(NC(=O)CCSc2cc(C)c3ccccc3n2)cc1,-36%,-5%,-6%,0%,-1%,-10%[38.3 µM],5%
CCOC(=O)c1nc(SC)n(C)c1C(=O)OCC,-15%[10 µM],nt,-8%[9.22 µM],7%,nt,nt,nt
COc1ccc(N2C(=O)CCC2=O)c(OC)c1,-4%[10 µM],-1%,1%,-3%,?,-8%,-4%
COc1ccc(/C=C/C(=O)N(CC(C)C)CC(C)C)cc1Br,15%[10 µM],0%,-24%,-2%,?,12%,-31%[inhibitor]
COc1ccc(-n2c(SCC(=O)Nc3cc(C)on3)nc3ccccc3c2=O)cc1Cl,-8%,4%,-10%[9.22 µM],-4%,nt,2%,-40%
Cc1[nH]c2ccccc2c1C(=O)COC(=O)c1c(-c2c(F)cccc2Cl)noc1C,11%[10 µM],-2%,?,-2%,-20%,13%,3%
Cn1c(=O)[nH]c(=O)c2c1nc(Br)n2CCSc1ncccn1,-21%,-1%,1%,-7%,6%,7%[38.3 µM],-4%
Cc1ccc(C(=O)NCC(=O)N/N=C/c2cccs2)cc1[N+](=O)[O-],nt,0%,8%,7%,nt,-4%,6%
Cc1cccc(CNc2ncncc2-c2ccc3c(c2)OCO3)c1,-13%,-3%,nt,nt,?,2%,-14%
CC(C)OC(=O)Nc1ccc(Oc2c(F)c(F)c(F)c(F)c2F)cc1,0%,2%,11%[9.22 µM],13%,5%,10%[38.3 µM],-15%
CN(CCCNC(=O)Cn1cccc1C(=O)c1ccccc1)C1CCCCC1,-16%,nt,4%,4%,nt,6%,nt
CCCCNC(=O)/C(=C/c1ccccc1)NC(C)=O,nt,-1%,-24%,5%,8%,-1%,3%
c1ccc(N2CCN(c3cnc4ccccc4n3)CC2)cc1,-76%[inhibitor],-7%,?,-4%,0%,38%[activator][38.3 µM],3.5µM*
O=C(Nc1cnn(Cc2ccc(F)cc2)c1)c1noc2c1CCCC2,-120%[inhibitor],0%,-9%,1%,?,3%,-10%
N/N=C1/c2ccccc2N[C@H]1OC(=O)Nc1ccccc1,-4%[10 µM],-4%[7.66 µM],nt,nt,nt,18%,21%[9.22 µM]
Cc1ccccc1NNC(=O)C(=O)NNc1ccccc1C,5%[10 µM],nt,33%[9.22 µM],3%,nt,nt,nt
C/C(=N\NC(N)=S)c1ccc[nH]1,-3%[10 µM],2%[7.66 µM],nt,nt,nt,3%,0%[9.22 µM]
O=C(Nc1nnc(-c2ccc(Cl)s2)o1)C1CC1,-35%[inhibitor],3%,-2%,?,-26%[9.22 µM],-7%,-14%
Cc1cccc(C)c1NC(=S)NCCc1ccccn1,nt,4%,-29%,-1%,2%,-11%,-5%
O=C(O)C1CCN(c2ccc([N+](=O)[O-])cc2[N+](=O)[O-])CC1,-2%[10 µM],nt,-30%[9.22 µM],0%,nt,nt,nt
O=C(Nc1ccc2oc(-c3ccncc3)nc2c1)c1ccccc1F,-16%,-6%,-12%,5%,5%,?,-38%[inhibitor]
Cc1ccc2oc(=O)c3cnn(CC(=O)NCCC(C)C)c3c2c1,-13%,-4%,-20%,5%,-7%,-4%[38.3 µM],-5%
Cn1c(N)c(C#N)c2c(c1=S)CSC(C)(C)C2,14%,2%,12%,-4%,-1%,-5%[38.3 µM],4%
COc1ccc(C2C3=C(CC(C)(C)CC3=O)Nc3c2c(=O)[nH]c(=O)n3Cc2ccccc2)cc1 (configuration not stated),-5%,-2%,-13%,-1%,20%,3%[38.3 µM],-7%
Cc1ccc(N(Cc2cc3ccccc3[nH]c2=O)C(=O)c2cccs2)cc1,-15%[10 µM],-3%,13%,-3%,?,8%,-4%
Cc1nnsc1C(=O)N1CCC(CO)(Cc2ccccc2Cl)CC1,3%[10 µM],nt,-15%[9.22 µM],3%,nt,nt,nt
CC(C)(C)c1cc(CCC(=O)NN)cc(C(C)(C)C)c1O,-19%,0%,14%,-2%,1%[46 µM],-3%,-2%
Cc1ccc(-c2nn(-c3ccccc3)cc2/C=C2\SC(=S)N(CC(=O)O)C2=O)cc1,25%[10 µM],nt,24%[9.22 µM],-21%,nt,nt,nt
Cc1ccc(N=C2NC(=O)/C(=C\c3ccsc3)S2)c(C)c1,-10%[1.9 µM],8%,-5%,-3%,-23%,17%,-27%
Cc1ccc(C(=O)/C=C/Nc2cccc([N+](=O)[O-])c2)o1,5%[10 µM],-6%,20%,2%,-9%,3%,14µM*
CCOC(=O)c1ccc(NC(=O)CSc2nc(SC)ns2)cc1,-13%,12%,-12%,4%,?,-1%[38.3 µM],20%
Nc1nc(-c2ccccc2)cc(N2CCCCC2)n1,-11%[0.074 µM],2%,?,-3%,?,-3%[38.3 µM],6%
CCOC(=O)c1c(-c2ncc(C(F)(F)F)cc2Cl)noc1C,-18%,1%,14%,-7%,nt,17%,1%
O=C(Nc1cccc2ccccc12)/C(=C/c1cccc([N+](=O)[O-])c1)NC(=O)c1cccs1,-14%[10 µM],5%,5%,2%,-11%,0%,2%
Cc1cc(C)c[n+](C[n+]2cc(C)cc(C)c2)c1,0%[10 µM],-1%,0%[9.22 µM],5%,-1%[46 µM],5%,nt
O=C(CSc1nc(-c2ccco2)cc(C(F)(F)F)n1)N1CCc2ccccc2C1,6%,-2%,10%,13%,9%,39%[activator][38.3 µM],-22%
O=C(CSc1nc2c(c(=O)n1-c1ccc(Cl)cc1)SCC2)N1CCCC1,-10%,1%,-8%,2%,2%,4%[38.3 µM],-7%
Cc1cc2c(cc1C)C(c1cc(Br)ccc1F)CC(=O)N2 (configuration not stated),7%[0.074 µM],-4%,-12%,4%,-18%,14%,-7%
Cc1cccc(N(Cc2ccc(Cl)cc2)S(C)(=O)=O)c1,-18%,0%,9%,11%,?,7%,-1%
CC(C)(C)c1ccc(C(=O)c2c[nH]c(C(=O)NCC3CCCO3)c2)cc1 (configuration not stated),-2%[10 µM],0%,?,10%,-20%,1%,-4%
NNC(=O)c1sc2nc(N3CCOCC3)c3c(c2c1N)CCCC3,13%[10 µM],nt,4%[9.22 µM],16%,nt,nt,nt
COCC(=O)Nc1cc(OC)ccc1OC,14%,-3%,13%,2%,2%,13%[38.3 µM],-7%
O=C(O)COc1ccc(NC(=O)c2ccc(NC(=O)c3ccco3)cc2)cc1,10%[10 µM],0%,11%,13%,nt,-4%,0%
# (further entries)
SMILES,HTT cytoprotect,KinaseGlo FLuc,HttQ103 aggreg,CBFb RUNX1 block,LMNA splice mod,IMPase Li cell,SMN2 splice up
CC1=C(C(=O)N2CCOCC2)C(c2ccccc2F)NC(=O)N1 (configuration not stated),?,-2%,7%,13%,0%[46 µM],6%,1%
COc1ccc(C2C(C#N)=C(N)Oc3cc(C)[nH]c(=O)c32)c(OC)c1OC (configuration not stated),-9%,0%,13%,4%,3%,-4%[38.3 µM],-4%
Cc1cc(C)nc(N(C#N)Cc2ccccc2Cl)n1,-12%,1%,21%,0%,4%,-6%[38.3 µM],-8%
O=C(COC(=O)C1CC2C=CC1C2)Nc1ccc2c(c1)OC(F)(F)O2 (configuration not stated),-19%[10 µM],0%,15%,-2%,-5%,21%,-11%
CCOc1ccc(C(=O)/C=C/c2cn(CN3CCN(C)CC3)c3ccccc23)cc1,-35%,3%,3%,9%,2%,12%[38.3 µM],17%
CNCc1ccccc1Sc1ccc(O)c(O)c1,nt,-1%,nt,nt,?,5%,-19%
C/C(N=NC(=[SH+])SCc1ccccc1)=C1\C=CC=CN1.[Cl][Cu],nt,0%[7.66 µM],nt,nt,nt,2%,-64%[inhibitor][9.22 µM]
C/C(=N\NC(=S)Nc1ccc(F)cc1)C1CC1,11%,1%,7%,2%,?,-5%[38.3 µM],3%
CCOC(=O)CNc1c(-c2ccc(O)cc2)nc2ccc(Cl)cn12,-17%,-8%,5%,-4%,?,9%[38.3 µM],38%
COC(=O)c1cccc2c1-c1ccccc1/C2=N/O,22%,-1%,10µM*,6%,-3%,31%[activator][38.3 µM],?
Cn1cc(Cl)c(C(=O)Nc2nc3ccccc3s2)n1,-17%[10 µM],?,-15%,10%,-12%,-1%,1.8µM*
O=C(CC(Nc1ccccc1)C(=O)O)c1ccccc1 (configuration not stated),-100%[inhibitor][10 µM],?,15%,-1%,18%,-19%[38.3 µM],13µM*
O=C(N1CCN(c2cccc(Cl)c2)CC1)C1(c2cccs2)CCOCC1,-9%[1.9 µM],1%,23%,1%,-1%,7%,-67%[inhibitor]
CN(C)CCCNC1=CC(=O)OC12CCCCC2,-1%[10 µM],4%,2%,9%,-14%,-1%,-5%
COc1ccc(CCC(C)NCC2CCCCC2)cc1 (configuration not stated),?,nt,?,1%,-6%,nt,nt
COc1ccc(S(=O)(=O)Cc2ccc(C(=O)N3CCCC3)o2)cc1,-38%,-2%,-19%,2%,-7%,2%[38.3 µM],-8%
Cc1cccc(NC(=S)N/N=C/c2c[nH]c3ccccc23)c1,nt,-2%,1%,-28%,24%,-4%,28%
CN1CCN(c2ncc3nc(-c4cc(F)cc(F)c4)c(=O)n(-c4ccccc4)c3n2)CC1,2%,-8%,nt,nt,nt,-7%,-28%

# Screening data (PubChem)
